# aSyn yeast rescue: qHTS of alpha-syn Inhibitors: NCGC Sytravon Library Screen; S. cerevisiae alpha-synuclein toxicity rescue, BacTiter-Glo growth, 24 h; Potency, µM (series often up to 46.1 µM), inactives show at the highest dose growth rescue (activation), actives largely listed as activators; 0.02% of 94,000 active; active means well fitted activation curve with a large enough effect; inconclusive means small, poorly fitted or top-dose-only effect; further: 0% is about no effect
#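 Growth restoration measured by BacTiter-Glo luminescence after 24 hr at 30 deg C; alpha-synuclein yeast, raffinose-pregrown to mid-log, were added at OD600=0.02 in galactose medium onto pinned compounds.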
# * hit, by the source's call; ? = inconclusive; & = joins results of further samples; [ ] = dose if it differs, or a comment. Potency means the concentration at half of the fitted maximal effect.
SMILES,aSyn yeast rescue
Cc1ccc2c(c1)N(CC(=O)NC1CCCC1)C(=O)C(C)O2 (stereo unspecified),11.4%
COc1ccc(N2CCN(C(c3ccccc3)c3sc4nc(-c5ccco5)nn4c3O)CC2)cc1 (stereo unspecified),2.3%
CC(=O)Nc1cc(C(=O)NCc2ccc(F)cc2Cl)ccc1Sc1ccc(Cl)cc1,6.7%
FC(F)(F)c1ccc(/C=N/N2CCN(Cc3ccccc3)CC2)cc1,3.7%
O=S(=O)(c1ccccc1)c1nc(NC2CC2)sc1Cl,2.0%
Cc1ccc(CN2CCCn3nc(C(=O)NCc4ccc(N(C)C)cc4)cc3C2=O)cc1,5.5%
O=C(Nc1ccc(Br)cc1F)N1CCC2(CC1)Oc1ccccc1C(=O)N2Cc1ccccc1F,-11.9%
COc1ccc(CC2C(=O)Nc3ccc(Br)cc32)cc1OC (stereo unspecified),8.3%
Cn1c(=O)cc(OCC(=O)N2CCN(c3ccccc3)CC2)c2ccccc21,-5.9%
CC1CCN(C(=O)Cn2c(=O)n(Cc3ccco3)c(=O)c3sccc32)CC1,-1.6%
O=C(NCc1ccc(F)cc1)c1ccc(Br)o1,3.9%
CC(C(=O)NCc1ccccc1)n1ccc2cc(S(=O)(=O)N3CCCC3)ccc21 (stereo unspecified),6.5%
COc1ccc(NC(=O)CSC2=Nc3ccccc3C3=NC(CC(=O)NCc4ccc(F)cc4)C(=O)N23)cc1 (stereo unspecified),-3.6%
O=C(Nc1ccc(C(F)(F)F)cc1)c1cnc(N2CCN(c3ccccn3)CC2)c2ccccc12,-0.8%
CCc1ccccc1NC(=O)CSc1nc2[nH]c(=O)cc(O)c2s1,-7.8%
CC(C)(C)c1ccc(C(=O)NC2(C(F)(F)F)C(=O)Nc3c2c(=O)[nH]c(=O)n3-c2ccccc2)cc1 (stereo unspecified),6.8%
Cc1ccc(CNC(=O)Cn2c(-c3cccs3)cc3cc(Cl)ccc32)cc1,-8.0%
CC(=O)CCc1ccc(OCCCCN2CCC(Cc3ccccc3)CC2)cc1,1.9%
COc1cccc(CN2CC(C(=O)NCCc3cn4cccnc4n3)CCC2=O)c1 (stereo unspecified),0.1%
CCOC(=O)c1ccc(NC(=O)CN2C(=O)c3cccnc3Sc3ccccc32)cc1,1.8%
CCOc1ccc(CCNC(=O)c2cnc3c(-c4ccc(F)cc4)c(C)nn3c2C)cc1OCC,-13.9%
CCN1C(=O)CSC1=Nc1ccc(C(=O)OC)cc1,-0.8%
O=S(=O)(NCC(c1ccc2c(c1)OCO2)N1CCOCC1)c1ccc(Br)cc1 (stereo unspecified),5.8%
CN(C(=O)c1cc2nc(-c3ccc4c(c3)OCO4)cc(C(F)(F)F)n2n1)c1ccc(OC(F)(F)F)cc1,-0.5%
CCOC(=O)C1=C(C)Nc2ccccc2S1,-1.7%
CCn1cnc2sc(C(=O)Oc3ccc(Br)cc3)c(C)c2c1=O,-3.6%
Cc1c2cnn(CC(=O)NC(C)C)c(=O)c2c(C)n1Cc1ccccc1Cl,10.1%
CC1CCCCN1Cc1c(O)ccc2c(=O)c(-c3ccc(Cl)cc3)coc12 (stereo unspecified),7.3%&2.9%
Cc1ccc(CNc2ccc3cc(S(=O)(=O)N4CCCCC4)ccc3n2)cc1,0.1%
Cc1cc(C)c2c(n1)sc1c(=O)n(-c3ccccc3C(F)(F)F)nnc12,-8.3%
Cc1c(-c2nsc(NC(=O)c3cccc(Cl)c3)n2)nnn1-c1ccccc1C(F)(F)F,-5.1%
CC(=O)c1c(C)[nH]c(C(=O)Nc2cc(F)ccc2C)c1C,0.4%
CCOc1ccccc1C(=O)N(Cc1sccc1C)C1CCS(=O)(=O)C1 (stereo unspecified),2.4%
Cn1cc(S(=O)(=O)N2CCN(c3cccc(Cl)c3)CC2)c(=O)n(C)c1=O,7.2%
COc1ccc(NC(=O)CSc2nc3nc(C)c(Cc4ccc(C)cc4)c(C)n3n2)cc1OC,-3.5%
CCCCN(C(=O)/C=C/c1ccccc1)C1CCS(=O)(=O)C1 (stereo unspecified),0.5%
CC(NC(=O)c1ccc(Br)cc1Br)c1ccccc1 (stereo unspecified),-0.1%
CCc1ccc(C(=O)c2cn(CC(=O)Nc3ccc4c(c3)OCO4)c3ccc(OC)cc3c2=O)cc1,-1.1%
CCC1CN(C(=O)N2CCC(C(=O)NCCc3ccc(OC)cc3OC)CC2)c2cc(C)ccc2O1 (stereo unspecified),-4.3%
COc1ccc(NC(=O)c2ccco2)cc1NC(=O)C(C)Oc1ccc(Cl)cc1Cl (stereo unspecified),-30.0%
CS(=O)(=O)N(Cc1ccccc1)c1ccc(C(=O)Nc2ccc(Cl)cc2)cc1,11.3%
CCOC(=O)c1c(NC(=O)COc2ccc(Br)cc2)sc2c1CCCC2,2.7%
COc1ccc(NC(=O)c2cc(S(=O)(=O)N3CCc4ccccc43)cn2C)c(OC)c1,2.6%
Cc1ccc(OCC(=O)NNC(=O)c2cccnc2)cc1C,-15.1%
O=S(=O)(Nc1ccc(Cl)cn1)c1cccs1,11.9%
O=C(O)C1C2C=CC3(CN(Cc4ccco4)C(=O)C13)O2 (stereo unspecified),7.1%
COc1ccccc1CNC(=O)C1CCN(S(=O)(=O)c2cccc3nonc23)CC1,2.5%
Cc1ccc(CNC(C)c2ccccc2)s1 (stereo unspecified),-11.3%
Cc1ccc(CN(C(=O)COc2ccc(F)cc2)C2CCS(=O)(=O)C2)o1 (stereo unspecified),-0.7%
Cn1c(=O)c2c(ncn2CCOC(=O)C(C)(C)Oc2ccc(Cl)cc2)n(C)c1=O,5.7%
COc1ccccc1C(=O)Nc1nc2n(n1)C(c1ccc(F)cc1)C=C(c1ccc(Cl)cc1)N2 (stereo unspecified),16.3%
CC(=O)c1cccc(NC(=O)C(OC(=O)c2cccc(S(=O)(=O)N(C)c3ccccc3)c2)c2ccccc2)c1 (stereo unspecified),2.2%
Cc1cc(C(=O)COC(=O)Cc2c(F)cccc2Cl)c(C)n1C,?
COc1ccc(-c2csc3ncnc(Nc4cccc(F)c4)c23)cc1,-7.2%
Cc1c(/C(O)=C2/C(=O)C(=O)N(Cc3cccnc3)C2c2ccccn2)cnn1-c1ccccc1 (stereo unspecified),-8.5%
O=C(Oc1ccc(Br)cc1C(=S)N1CCOCC1)c1cccc([N+](=O)[O-])c1,-5.0%
COC(=O)C(NC(C)=O)(Nc1cccc(C)n1)C(F)(F)F (stereo unspecified),3.4%
CC1Cc2ccccc2N1C(=O)c1cnc2n(c1=O)CCS2 (stereo unspecified),-1.5%
CCCSc1ncc(Cl)c(C(=O)N(Cc2ccc(N(C)C)cc2)C2CCS(=O)(=O)C2)n1 (stereo unspecified),4.9%
COc1cccc(C(=O)n2nc(-c3cccnc3)nc2NCc2ccc(F)cc2)c1,-9.1%

# Remaining list, next part
SMILES,aSyn yeast rescue
COc1cc(CC2C(=O)Nc3ccccc32)cc(C)c1O (stereo unspecified),-5.9%
COc1ccccc1CNc1nccn(-c2ccccc2)c1=O,-8.2%
CN(C)c1ccc(CNc2ncnc3sccc23)cc1,-26.8%
CC1CCN(C(=O)CSCC(=O)Nc2nc(-c3cccs3)cs2)CC1,3.9%
CCOc1ccc(Cc2c(O)nc(SC)[nH]c2=O)cc1,-1.3%
CCOC(=O)c1[nH]c(=S)n(-c2ccccc2)c1C(=O)OCC,-12.9%
COc1ccc(-c2c[nH]c(=O)[nH]c2=O)cc1OC,10.8%
CCOC(=O)c1c(NC(=O)c2ccc(S(=O)(=O)N(C)C)cc2)sc2c1CCN(C)C2,1.5%
CCOC(=O)c1nn(-c2ccccc2)c2nnc(Cc3ccc(Cl)cc3)c(=O)n12,7.7%
S=C(NCc1ccc2c(c1)OCO2)Nc1ccc2nsnc2c1,-17.7%
COc1cccc(CNC(=O)C(=O)Nc2ccc3nc4n(c(=O)c3c2)CCCCC4)c1,-1.4%
Cn1c(=O)c2c(ncn2CC(=O)OCC(=O)c2ccc(Br)cc2)n(C)c1=O,21.9%
Cc1ccc(/C=N/Nc2nncc(-c3ccccc3)n2)o1,3.5%
CCCc1cc(=O)[nH]c(Nc2ccc(C)c(O)c2)n1,-1.4%
CC(=O)Nc1ccc(S(=O)(=O)NCCC(=O)N2CCCCC2)cc1,-1.0%
CCc1ccc(CNC(=O)Cn2nc(-c3ccc(C)cc3)ccc2=O)cc1,9.0%
O=C(NCc1ccncc1)Nc1ccc(Cc2ccc(NC(=O)NCc3ccncc3)cc2)cc1,-3.3%
COc1ccc(C(C)(C)C)cc1NC(=O)CN(C)C1=NS(=O)(=O)c2ccccc21,-5.8%
Cc1ccc(S(=O)(=O)NCc2ccccc2)cc1C(=O)NCc1ccncc1,4.8%
C=Cc1ccc(Cn2c(C)c(CNCc3ccccc3C)c(C(=O)O)c2C)cc1,10.1%
Cc1ccc(NC(=O)Cn2cc(S(=O)(=O)N3CCCC3)c(S(=O)(=O)N3CCCC3)c2)c(C)c1,3.3%
CSc1nc(=O)[nH]nc1Sc1ccccc1,6.2%
COc1ccc2nccnc2c1[N+](=O)[O-],8.9%
CCN(CC)S(=O)(=O)c1ccc(C(=O)Nc2cc(C)on2)cc1,1.0%

# Random excerpt: five entries already listed
SMILES,aSyn yeast rescue
Cc1ccc(S(=O)(=O)NCc2ccccc2)cc1C(=O)NCc1ccncc1,4.8%
CCN(CC)S(=O)(=O)c1ccc(C(=O)Nc2cc(C)on2)cc1,1.0%
Cc1ccc(NC(=O)Cn2cc(S(=O)(=O)N3CCCC3)c(S(=O)(=O)N3CCCC3)c2)c(C)c1,3.3%
COc1ccc(C(C)(C)C)cc1NC(=O)CN(C)C1=NS(=O)(=O)c2ccccc21,-5.8%
Cc1ccc(/C=N/Nc2nncc(-c3ccccc3)n2)o1,3.5%

# Four compounds already listed, sorted by molar mass, descending:
SMILES,aSyn yeast rescue
CC(=O)Nc1cc(C(=O)NCc2ccc(F)cc2Cl)ccc1Sc1ccc(Cl)cc1,6.7%
CC(C(=O)NCc1ccccc1)n1ccc2cc(S(=O)(=O)N3CCCC3)ccc21 (stereo unspecified),6.5%
CCN(CC)S(=O)(=O)c1ccc(C(=O)Nc2cc(C)on2)cc1,1.0%
CCOC(=O)C1=C(C)Nc2ccccc2S1,-1.7%

# Remaining list, next part:
SMILES,aSyn yeast rescue
CCN1CCN(C(=O)CN2C(=O)COc3ccc(C)cc32)CC1,-7.8%
CCCN1C(=S)SC(C)(C)C1/[N+]([O-])=C/c1ccc(S(=O)(=O)NC)cc1 (stereo unspecified),-4.4%
O=C(COc1ccc(Br)cc1)Nc1ccccc1C(=O)NC1CC1,-5.7%
Cc1cccc(Cn2c(CN3CCC(C(=O)NC(C)C)CC3)cc3ccccc32)c1,-1.1%
O=C(Nc1n[nH]c(C(F)(F)F)n1)c1cccs1,10.1%
CCn1c(CSCc2ccccc2)n[nH]c1=S,-6.4%
C#CCn1c(=NC(=O)CSC(C)=O)sc2cc(F)ccc21,-6.7%
Cc1ccccc1CN1C[C@H]2CON(C)[C@H]2C[C@H]1c1cccc(Br)c1,-0.1%
O=C(NCCCN1CCN(c2ccccc2)CC1)c1ccc2nc(Cc3ccccc3)oc2c1,4.4%
Cc1cccn2cc(CNC(=O)c3ccc(Br)o3)nc12,-53.0%[inhibitor]
CCN(CC)S(=O)(=O)c1cccc(NC(=O)COC(=O)C2CC3C=CC2C3)c1 (stereo unspecified),-4.7%
CCCSCCCNC(=O)CN1C(=O)COc2ccc(S(=O)(=O)N3CCCC3)cc21,7.7%
O=C(O)CC(C(=O)Nc1ccc(F)cc1)C1CCCO1 (stereo unspecified),-4.0%
CCOc1cc(C2c3c(-c4ccc(Br)cc4)n[nH]c3C(=O)N2c2ccc(Cl)cc2)ccc1O (stereo unspecified),7.5%
Cc1cc(OCC(=O)Nc2ncn[nH]2)c(C)c(C)c1Br,-15.0%
O=C(NCc1ccccc1Cl)c1ccc(NC(=O)N2CCSc3ncccc32)cc1,1.8%
COc1ccc(CNS(=O)(=O)c2cc3c(cc2Cl)N(C(C)=O)CCO3)cc1,1.8%
COc1ccc(CNc2nc3c(S(=O)(=O)c4ccccc4)nnn3c3ccc(Cl)cc23)cc1,6.1%
CC(=O)N(CC#CCN(C(C)=O)c1ccccc1)c1ccccc1,-2.8%
NS(=O)(=O)c1ccc(CNS(=O)(=O)c2cc(Cl)ccc2Cl)cc1,-4.2%
O=C(N=Nc1c(O)[nH]c2ccc(Br)cc12)c1cc(-c2cccs2)nc2ccccc12,0.5%
C[C@@H]1CCCCO[C@H](CN(C)Cc2ccc(C(=O)O)cc2)[C@@H](C)CN([C@H](C)CO)C(=O)c2cc(NC(=O)CCC(F)(F)F)ccc2O1,-6.2%
COc1ccc(OC)c(CNC(=O)c2nn(C)c3c2CSc2ccccc2-3)c1,-9.6%
COc1ccc(/C=N/NC(=O)c2cccc([N+](=O)[O-])c2)cc1O,1.6%

# 3 neighbouring records from above, quoted:
SMILES,aSyn yeast rescue
O=C(O)CC(C(=O)Nc1ccc(F)cc1)C1CCCO1 (stereo unspecified),-4.0%
CCOc1cc(C2c3c(-c4ccc(Br)cc4)n[nH]c3C(=O)N2c2ccc(Cl)cc2)ccc1O (stereo unspecified),7.5%
Cc1cc(OCC(=O)Nc2ncn[nH]2)c(C)c(C)c1Br,-15.0%

# (listing goes on)
SMILES,aSyn yeast rescue
Cc1ccc(C)c(CNC(=O)c2ccc3c(c2)nc2n3CCCCC2)c1,-5.3%
Cc1cc(=O)[nH]c(N/N=C/c2cc(C)n(CC(F)(F)F)c2C)n1,4.5%
Cc1ccc(C)c(S(=O)(=O)N2CCNCC2)c1,-3.4%
COc1ccc(/C=N/NC(=O)COc2ccc3ccccc3c2)c(C(=O)O)c1OC,-12.8%
Cc1c(NC(=O)CSc2nnc(-c3ccncc3)n2C)c(=O)n(-c2ccccc2)n1C,-11.4%
CC(=O)N1CCc2cc(CNS(=O)(=O)c3ccc(C(C)(C)C)cc3)ccc21,1.9%
Cc1ccccc1C(=O)Nc1ccccc1OCc1cc(=O)n2ccccc2n1,-4.4%
CCOc1ccc(CCNC(=O)Cn2ncn3c(cc4sc(C)cc43)c2=O)cc1OCC,-7.6%
CCOc1ccc(C(=O)N/N=C/c2cc(Cl)ccc2[N+](=O)[O-])cc1,-1.6%
CCCn1c(N)c(N(CCOC)C(=O)C(C)Oc2ccc(F)cc2)c(=O)[nH]c1=O (stereo unspecified),1.0%

# These rows are one share of the data; count on the stated rates, not on these rows.
